# Assay outcomes from PubChem.
# PMI inhibition – human PMI inhibitors, high substrate, primary screen, biochemical, fluorescence intensity, high mannose 6-phosphate (AID 1220); Mannose-6-phosphate isomerase (Homo sapiens); recombinant PMI enzyme, coupled fluorescence intensity; higher % means a stronger effect; inhibition, % at 20 µM, or IC50 in µM where a hit was titrated; actives 0.66% (n = 190,000)
# Hep lipid drop – inhibitors of hepatocyte lipid droplet formation, primary screen, imaging, high-throughput imaging, BODIPY stain; actives 0.4% (n = 240,000); AML12 mouse hepatocytes, oleate lipid droplets; inhibition, % at 6.5 µM;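 active = lipid droplet intensity inhibited by at least 50%, with more than 500 cells counted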
#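 Material – mouse AML12 hepatocyte cell line, fixed after treatment · Compound dosing – one dose, 6.5 µM compound · Times – compound with oleate, overnight · Measured by – Image-based BODIPY and DAPI two-channel analysis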
# Myeloid diff MLP – induction of myeloid progenitor differentiation, primary screen, cell-based, flow cytometry, MLPCN library. ER-HoxA9 myeloid progenitors, lysozyme-GFP differentiation. calls only at 10 µM. actives 1% (n = 360,000);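 active = normalized GFP-positive differentiation at or above the plate's own cutoff, the solvent-only control mean plus 3 SD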;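 also: cells exposed to compound for four days before flow analysis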
# WT yeast gro inh – growth inhibition of WT strain, primary screen, mitochondrial fusion inhibitor project, WT and mutant strains, chemical genetic | mitochondrial fusion phenotypic screen | inhibition, % at 10 µM | actives 2.1% (n = 190,000) | AID 1362, 2008; in the data active = inhibition above about 58%; tested in S. cerevisiae
# TNAP activation fold – human TNAP enzyme activators, primary screen, biochemical, luminescent, no phosphate acceptor, uHTS (AID 1001) | Alkaline phosphatase, tissue-nonspecific isozyme (Homo sapiens) | purified TNAP, luminescent activation assay, no phosphate acceptor; higher activation fold means a stronger effect | activation fold at 20 µM; hits with a dose series show EC50 in µM | actives 0.03% (n = 200,000); in the data active = activation fold from about 3, or a potency from the dose series; inactive = the rest, 99 in 100 with activation fold below about 1.6; also: many of its hits are not listed in these tables
# K1F lysis inhibition – inhibition of K1F phage lysis, E. coli UTI89, bacterial capsule biogenesis inhibitors, alamar blue (AID 488966); E. coli UTI89 K1F phage lysis, alamar blue, 2 h; higher % means a stronger effect; inhibition, % at 100 µM; hits with a dose series show IC50 in µM; actives 0.02% (n = 340,000);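 active = phage lysis inhibition, versus mean bacterial control, above a set limit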;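 also: capsule biogenesis inhibitors block K1F phage lysis so surviving cells raise fluorescence; higher fluorescence means more inhibition of phage lysis; actives were called in the ten point dose series up to 300 µM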
# PMI inhibitors – inhibitors of human PMI, primary screen, biochemical, fluorescence intensity, coupled assay (AID 1209) | inhibition, % at 20 µM; hits with a dose series show IC50 in µM | actives 0.42% (n = 190,000) | purified PMI enzyme, coupled fluorescence intensity; higher % means a stronger effect | Mannose-6-phosphate isomerase (Homo sapiens);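 also: plate controls were DMSO vehicle for no effect and wells lacking substrate for full effect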
# ER stress rescue – rescue of cells from ER stress-induced death, primary screen, 384-well, CSM14.1, thapsigargin, ATP luminescence (AID 1222) | 190,000 tested, under 10 active | CSM14.1 thapsigargin-induced death rescue, ATP luminescence; higher % means a stronger effect | cellular ATP content (survival), % at 20 µM, or EC50 in µM where a hit was titrated;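 active = EC50 below 50 µM in the dose-response confirmation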;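 also: death triggered by thapsigargin at about 15 µM added after 2 h compound pretreatment; cell ATP read after overnight thapsigargin exposure of roughly 18 to 22 hours; normalized against plate controls of thapsigargin alone and 5% DMSO vehicle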
# P. falciparum M1AAP – P. falciparum M1AAP inhibitors, biochemical, fluorogenic H-Leu-NHMec substrate, 1536-well (AID 1445); recombinant M1AAP, H-Leu-NHMec fluorogenic kinetic assay; higher % means a stronger effect; Aminopeptidase N (Plasmodium falciparum (isolate 3D7)); actives 0.42% (n = 220,000); inhibition, % at 30 µM; hits with a dose series show IC50 in µM;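 active = primary inhibition above the hit cutoff, then over 50% inhibition at one or more dose response concentrations, cut at about 23% in these data, passing the limit was not always enough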;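 also: plate controls were DMSO full reaction for no effect and no enzyme background for full effect; strong numbers were not always called active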
# WT yeast gro inh mutant strain – further read-out of WT yeast gro inh, marked with its call; inhibition, %; mitochondrial fusion phenotypic screen, mutant strain inhibition
# Hep lipid drop cells 6.5 µM – further read-out of Hep lipid drop, marked with its call; cell count; measured here: cell count, cytotoxicity flag;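 cells counted across two imaged fields per well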
# Myeloid diff MLP GFP+ MAC1+ % – recorded beside Myeloid diff MLP, whose call it bears; GFP+ MAC1+ double positive, %; measured here: differentiation confirmed by MAC1 staining
# Numbers without * were called inactive; i = inactive; . = no result given; + = active, no number; [ ] = dose if it differs, or a comment. Rule as the data show it, unless noted: active = inhibition above about 50%; inactive = the rest.
SMILES,PMI inhibition,Hep lipid drop,Hep lipid drop cells 6.5 µM,Myeloid diff MLP,Myeloid diff MLP GFP+ MAC1+ %,WT yeast gro inh,WT yeast gro inh mutant strain,TNAP activation fold,K1F lysis inhibition,PMI inhibitors,ER stress rescue,P. falciparum M1AAP
Cn1c(/N=C/c2c[nH]c3ccccc23)nc2ccccc21,10%,.,.,i,1.2,2,-8,1.1,0.5%,16%,2.2%,13%
COc1ccc(C2C(C#N)=C(N)Oc3cc4c(cc32)OCO4)cc1 (stereo unspecified),17%,0,727,i,6.3,1,-8,1.1,0.2%,20%,-0.8%,16%
CSc1ccccc1C(=O)N1CCN(c2cccc(Cl)c2)CC1,-4%,-17,687,i,0.2,2,26,0.9,0.3%,-5%,0.1%,-1%
COc1cc(C=C2C(=O)OC(c3ccccc3)OC2=O)cc(Br)c1O (stereo unspecified),-15%,-2,665,i,0.2,16,12,0.6,1.0%,-11%,0.2%,4%
Cc1cccc(C=Nc2ccc3c(c2)oc2ccccc23)c1O,30%,1,667,i,0.8,5,3,1,0.7%[50 µM],23%,-0.9%,4%
CC(C)COC(=O)C(C#N)c1nc2ccccc2nc1N1CCN(Cc2ccccc2)CC1 (stereo unspecified),-10%,-4,703,i,1.4,7,6,0.9,0.9%,6%,.,-1%
CCN(CC)C(=O)Nc1ccc(C(=O)OC)cc1,2%,-2,796,i,0.0,-1,3,1.1,6.8%,2%,-0.4%,6%
O=S(=O)(Nc1ccc(Cl)cn1)c1cccc(S(=O)(=O)c2ccccc2)c1,2%,-47,598,i,0.5,-7,4,1,0.1%,0%,-0.1%,-2%
CCOc1ccccc1NC(=S)N(CCC(C)C)C1CCN(C(C)=O)CC1,11%,2,669,i,0.5,1,0,1,0.1%,3%,.,-4%
O=C(NC1CCCCC1)C(c1ccco1)N(C(=O)c1csnn1)C1CCCC1 (stereo unspecified),-3%,.,.,i,0.6,5,19,1.1,0.1%,2%,-0.4%,17%
CC(=O)c1cnc2c(C(=O)O)cnn2c1C,-6%,.,.,i,6.7,-14,5,1.1,3.0%,3%,0.2%,-6%
CC(=O)NC1=NN(C(C)=O)C(c2ccc(F)cc2)S1 (stereo unspecified),-2%,-10,730,i,0.5,5,4,1.1,0.1%,2%,1.3%,0%
O=C(CN1CCOCC1)NCCC12CC3CC(CC(C3)C1)C2,-5%,1,783,i,0.6,16,-3,1.2,1.5%,-4%,-1.8%,-6%
COc1ccc(N2CCN(C(=O)CN(Cc3ccccc3)S(C)(=O)=O)CC2)cc1,4%,-24,767,i,6.5,-21,-7,1.1,0.1%,9%,-0.8%,7%
N#C/C(=C/c1cccn1-c1cccc(C(=O)O)c1)c1ccc(Cl)cc1,16%,.,.,+,66*,17,14,1.1,-0.4%,3%,4.4%,20%
Cc1ccccc1C(=O)N1CCN(c2ccc(NC(=O)c3cccnc3Cl)cc2)CC1,2%,-2,707,i,0.0,-3,-12,1.1,-0.2%,1%,2.7%,7%
Cc1ccccc1NC(=S)NC(NC(=O)N(C)C)C(Cl)(Cl)Cl (stereo unspecified),2%,.,.,i,5.4,5,-12,1,4.7%,-2%,3.3%,8%
O=C1CSC(c2ccc(Cl)cc2)N1 (stereo unspecified),2%,3,800,i,6.8,-3,2,1.2,-0.2%,6%,-1.3%,6%
COc1ccc(-n2c(O)c(Cc3ccccc3)c(=O)n3nc(-c4ccccc4)c(=O)cc23)cc1,-11%,19,702,i,3.2,-12,1,1,-0.9%,-14%,-2.6%,3%
CCOC(=O)c1cccc(NC(=O)CSc2nnnn2CC)c1,1%,.,.,i,1.3,-9,-24,1,0.1%,1%,-3.1%,5%
COc1ccc(-c2csc(=Nc3c(C)n(C)n(-c4ccccc4)c3=O)n2C(C)(C)C)cc1,3%,.,.,i,4.1,-7,8,1,0.4%,4%,-0.7%,2%
COc1ccccc1C(=O)CSc1cccc[n+]1[O-],-3%,19,696,i,0.2,-10,12,1,0.6%,-10%,-1.1%,-2%
CCOc1ccc(-c2n[nH]c(=S)o2)cc1,-7%,-9,682,i,0.3,-14,0,1.1,0.8%,-9%,-2.7%,3%
CCC(=O)Nc1ccc(C(=O)NNC(=O)c2ccc([N+](=O)[O-])cc2)cc1,-9%,6,664,i,0.5,-4,5,1.1,0.4%,-7%,-1.9%,-3%
CC(C)c1ccc(NC(=S)NC2CC3C=CC2C3)cc1 (stereo unspecified),.,2,688,i,0.0,.,.,.,-0.9%,.,.,-1%

# The results go on:
SMILES,PMI inhibition,Hep lipid drop,Hep lipid drop cells 6.5 µM,Myeloid diff MLP,Myeloid diff MLP GFP+ MAC1+ %,WT yeast gro inh,WT yeast gro inh mutant strain,TNAP activation fold,K1F lysis inhibition,PMI inhibitors,ER stress rescue,P. falciparum M1AAP
COC(=O)c1ccccc1S(=O)(=O)N(Cc1cc2cc3c(cc2[nH]c1=O)OCO3)C1CCCCC1,9%,-12,582,.,.,-28,-23,1.1,.,7%,-0.4%,3%
CC(C)(C)c1ccc(C(=O)NNC(=O)c2ccc(Cl)cc2)cc1,3%,32,623,i,1.2,-2,-13,1.9,2.6%[50 µM],13%,-2.0%,0%
Cc1nc(-c2ccccc2)sc1-c1nc(-c2ccccc2)ncc1S(=O)(=O)c1ccccc1,8%,.,.,i,0.8,18,4,1.1,i,12%,0.2%,3%
O=C(CCCC(=O)NCc1ccc(F)cc1)NCc1ccc(F)cc1,-8%,1,657,i,0.7,0,-9,1.1,0.1%,-4%,-1.2%,2%
Cc1cc(=O)n(C)c(=O)n1CC(=O)N1CCCCCC1,-12%,.,.,i,0.8,-3,5,0.9,-2.5%,-8%,0.0%,4%
COCCCNC(=S)NCCCNc1nc2cc3c(cc2cc1C#N)OCO3,-109%,-2,658,i,0.4,6,5,1.3,-1.3%,-42%,0.0%,3%
CC(=O)Nc1nc(-c2cc([N+](=O)[O-])cs2)cs1,-14%,-10,688,i,0.2,-7,-4,1.2,-0.7%,-8%,1.0%,1%
Cc1cccc(OC(=O)n2c(=S)oc3cc(Cl)ccc32)c1,-2%,-2,597,i,0.9,3,1,1,-8.5%,0%,-0.5%,5%
CCOC(=O)c1c(C)c(C(=O)O)n(C)c1C,7%,.,.,i,8.0,9,-8,1.2,3.4%,1%,0.0%,-1%
Cc1ccc(C(=O)COC(=O)c2cn(-c3ccccc3)nc2-c2ccccc2)cc1[N+](=O)[O-],-2%,8,564,i,0.3,-2,14,1.1,1.8%,8%,-2.2%,-2%
CC(Cc1cccs1)NC(=O)Nc1ccccc1 (stereo unspecified),0%,.,.,i,2.1,3,-3,1.1,4.3%,2%,0.1%,-3%
Cc1ccc(C(C(=O)NC(C)(C)C)N(Cc2ccco2)C(=O)Cn2nnc(-c3cccs3)n2)cc1 (stereo unspecified),11%,-6,760,i,0.6,0,-4,1.1,1.0%,7%,-2.2%,-2%
Cc1cccc(-c2nc3c(c(SCC(N)=O)n2)CCCC3)c1,10%,29,728,.,.,-15,4,1.1,7.0%,6%,-2.4%,8%
CCOC(=O)NN1C(=O)c2ccccc2NC1c1ccc(OC)cc1OC (stereo unspecified),1%,-18,738,i,0.8,4,4,1.1,-0.2%,2%,1.9%,14%
CCCCCn1c(-c2ccco2)nc2nc3ccccc3nc21,-59%,4,619,i,0.4,-11,3,1,0.9%,-38%,-1.7%,13%
COc1ccc(Nc2cc(C(=O)NCCCN3CCOCC3)c3ccccc3n2)cc1OC,2%,-16,727,i,0.6,-13,2,1.2,0.2%,10%,-2.0%,9%
CC(C)[C@@H]1CC[C@@H](C)C[C@H]1OC(=O)C[n+]1cc(-c2ccc(Cl)cc2)n2c1CCCCC2,.,-32,709,i,0.0,.,.,.,-0.8%,.,.,5%
Cc1cc(C)c(S(=O)(=O)N2CCN(c3ccc([N+](=O)[O-])c(-n4nc(C)cc4C)c3)CC2)c(C)c1,17%,.,.,i,6.0,14,25,1,-0.8%,16%,2.1%,3%
O=c1[nH]ncc(N2CCCCC2)c1Cl,12%,0,728,i,0.2,-10,-8,1.1,2.8%[50 µM],5%,1.1%,7%
COc1ccc2nc3c(c(-c4ccccc4)c2c1)CCC3,-3%,-2,741,i,0.3,41,6,1,-6.3%,3%,-2.7%,2%
Nc1nc(SCC(=O)NCCCO)nc2sc3c(c12)CCC3,57%*,.,.,i,5.3,5,-14,1.1,-0.4%,19%,0.1%,0%
Cc1ccccc1NC(=S)N(CCCN1CCOCC1)Cc1cccs1,-8%,-6,646,i,0.4,21,-4,1.1,1.3%[50 µM],-3%,-1.1%,-6%
CC(C)c1cc(C(N)=O)c(NC(=O)c2cccc(COc3ccc(Br)cc3)c2)s1,7%,11,810,i,2.6,52,22,1.1,1.6%,16%,8.6%,5%
Clc1ccc(CSc2nnc(-c3c[nH]c4ccccc34)o2)cc1,3%,-1,733,i,0.8,-1,-3,1.1,0.8%,12%,-4.4%,6%
O=S(=O)(NCc1cccnc1)c1cccc2cccnc12,10%,-10,776,i,7.3,-8,0,1.1,0.4%,9%,-2.0%,-2%
CC(=O)Nc1cccc(N(C)S(C)(=O)=O)c1,-6%,11,763,i,0.5,-2,14,1,-0.2%,0%,-2.6%,16%
CC1OC(Oc2c(-c3cc(O)c(O)c(O)c3)oc3cc(O)cc(O)c3c2=O)C(O)C(O)C1O (stereo unspecified),.,16,774,i,1.1,.,.,.,3.6%,.,.,19%
O=C(COC(=O)/C=C/c1ccc(Cl)cc1)NCCc1ccccc1,-3%,2,650,i,0.2,4,-9,1.1,-0.1%,-2%,-2.7%,-10%
O=c1[nH]c(-c2cccs2)nc2ccccc12,6%,7,782,i,0.0,36,20,1.1,0.8%,11%,-2.4%,4%

# Gathered by group, those above with a furan ring, fused or not
SMILES,PMI inhibition,Hep lipid drop,Hep lipid drop cells 6.5 µM,Myeloid diff MLP,Myeloid diff MLP GFP+ MAC1+ %,WT yeast gro inh,WT yeast gro inh mutant strain,TNAP activation fold,K1F lysis inhibition,PMI inhibitors,ER stress rescue,P. falciparum M1AAP
Cc1cccc(C=Nc2ccc3c(c2)oc2ccccc23)c1O,30%,1,667,i,0.8,5,3,1,0.7%[50 µM],23%,-0.9%,4%
O=C(NC1CCCCC1)C(c1ccco1)N(C(=O)c1csnn1)C1CCCC1 (stereo unspecified),-3%,.,.,i,0.6,5,19,1.1,0.1%,2%,-0.4%,17%
Cc1ccc(C(C(=O)NC(C)(C)C)N(Cc2ccco2)C(=O)Cn2nnc(-c3cccs3)n2)cc1 (stereo unspecified),11%,-6,760,i,0.6,0,-4,1.1,1.0%,7%,-2.2%,-2%
CCCCCn1c(-c2ccco2)nc2nc3ccccc3nc21,-59%,4,619,i,0.4,-11,3,1,0.9%,-38%,-1.7%,13%
